# High-throughput results deposited in PubChem by National Center for Advancing Translational Sciences (NCATS).
# IMPase Li cell – cell-permeable IMPase inhibitors with lithium potentiation; CHO-M1 cells, IP1 TR-FRET (IP-One), carbachol + lithium; actives 0.35% (n = 210,000); Potency, µM (titrated, usually from 59.4 µM), for inactives: at the top dose activity, negative = IMPase inhibition, usual class: inhibitors; AID 1457;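 note: IP1 builds up when IMPase is blocked and the TR-FRET signal falls; potency is the fitted concentration of half-maximal effect; plate controls were basal vehicle for no effect and high inhibitor control for full effect; nearly all actives have a fitted effect of over 50% in size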
#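 CHO-M1, 2000 cells/well, 16–30 h culture; cpd + low Li+, 30 min 37C; lysis with d2-IP1/Eu-anti-IP1 Ab, 10 min RT; TR-FRET 665/620 ratio and 620 channel; AC50 via Hill.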
# Luc counter – counter-screen: inhibitors of Kinase-Glo firefly luciferase; Kinase-Glo luciferase, ATP luminescence, 8 min; actives 0.28% (n = 200,000); Q27757; Potency, µM (highest dose often 38.3 µM), for the others: at the top dose activity change, negative = inhibition, most hits filed as inhibitors; note: potency is the fitted concentration of half-maximal effect; % is set by controls: 0 for no effect and ±100 for the full control effect; nearly all actives have a fitted effect of over 60% in size
#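 Luminescence was the read-out, taken after 8-minute incubation at ambient temperature. Luciferase turned over luciferin with 10 uM ATP in imidazole pH 7.2 buffer containing KCl, MgCl2, Tween 20 and BSA.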
# Epigenetic reg – derepresses silenced GFP reporter in murine cells; murine LDR cells, GFP reporter derepression, 30 h; Potency, µM (series often up to 53.9 µM), for the others: at the top dose GFP activation, hits mostly activators; actives 0.2% (n = 280,000); AID 1865; note: potency is the fitted concentration of half-maximal effect; % of control where 0% means no effect; nearly all actives have a fitted effect of over 60% in size
#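 Murine LDR cells bearing a silenced CMV-driven GFP reporter were exposed to compound for 30 h at 37 C. After PBS washes, GFP-positive cells (20-120 um objects) counted by laser-scanning microplate cytometry.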
# CBFb-RUNX1 inh – blocks binding between human CBF-beta and RUNX1 | Q01196+Q13951 | AlphaScreen CBFb-His/RUNX1-biotin binding, biochemical | Potency, µM (doses to about 59.8 µM), inactives show at the top dose activity, negative = inhibition, hits mostly inhibitors | 230,000 tested, under 10 active | AID 1477; note: % of control where 0% means no effect
#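 Bead-based AlphaScreen assay; binding partners His-tagged CBF-beta and biotinylated RUNX1 at 30 nM each. Compound exposure 15 min after a 20-min protein preincubation; bead step 90 min; all steps at room temperature.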
# LMNA splice mod – LMNA splicing modulation; HeLa LMNA splicing GFP/RFP minigene ratio, 48 h; Potency, µM (series often up to 46.1 µM), for the others: at the top dose ratio change, negative = inhibition, actives largely listed as inhibitors; actives 0.01% (n = 200,000); AID 1487; active = well fitted inhibition curve with a large enough effect in the signal ratio, with a control signal flat, not every such curve was filed as active; inconclusive = small, poorly fitted or top-dose-only effect, or effect the other way, or a change in a side signal; the % refers to the signal ratio; note: potency is the fitted concentration of half-maximal effect; % is set by controls: 0 for no effect and ±100 for the full control effect
#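 S3 HeLa cells stably expressing lamin A-EGFP splicing minigene plus DsRed2, 600 cells/well, 48 h compound exposure at 37C. Laser-scanning cytometry; analysed as GFP (500-530 nm)/RFP (575-640 nm) total intensity ratio; 0.5% DMSO vehicle.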
# NPSR antagonist – blocks cAMP signaling of the human neuropeptide S receptor; actives 1% (n = 220,000); Q6W5P4; CHO-NPSR cells, cAMP TR-FRET, antagonist mode; Potency, µM (doses to about 38.3 µM), for the others: at the top dose activity change, negative = inhibition, usual class: inhibitors; AID 1461; note: potency is the fitted concentration of half-maximal effect; % is set by controls: 0 for no effect and ±100 for the full control effect; nearly all actives have a fitted effect of over 50% in size; many of its hits are not listed in these tables
# Target sequence (Q6W5P4 whole entry, looked up): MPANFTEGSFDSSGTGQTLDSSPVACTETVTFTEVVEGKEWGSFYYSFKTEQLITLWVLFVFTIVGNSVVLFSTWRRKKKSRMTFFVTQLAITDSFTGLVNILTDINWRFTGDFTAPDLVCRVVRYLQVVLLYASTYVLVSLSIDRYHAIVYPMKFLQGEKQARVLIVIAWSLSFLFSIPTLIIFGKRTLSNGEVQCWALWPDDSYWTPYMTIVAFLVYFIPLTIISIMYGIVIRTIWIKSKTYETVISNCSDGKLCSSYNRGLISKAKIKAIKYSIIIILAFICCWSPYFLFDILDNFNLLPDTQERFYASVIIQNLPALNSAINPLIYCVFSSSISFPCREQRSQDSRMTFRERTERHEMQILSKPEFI
# GLA spleen mod – inhibitors or activators of human alpha-galactosidase in spleen homogenate | human spleen homogenate, 4MU-alpha-Gal fluorescence, 40 min | Potency, µM (titrated, usually from 80 µM), for inactives: top-dose activity change, negative = inhibition, actives largely listed as inhibitors | actives 0.008% (n = 240,000) | AID 2107;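 note: potency is the fitted concentration of half-maximal effect; 0% = enzyme with vehicle and -100% = no enzyme basal signal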
# Target sequence (P06280 32-429 limits assumed): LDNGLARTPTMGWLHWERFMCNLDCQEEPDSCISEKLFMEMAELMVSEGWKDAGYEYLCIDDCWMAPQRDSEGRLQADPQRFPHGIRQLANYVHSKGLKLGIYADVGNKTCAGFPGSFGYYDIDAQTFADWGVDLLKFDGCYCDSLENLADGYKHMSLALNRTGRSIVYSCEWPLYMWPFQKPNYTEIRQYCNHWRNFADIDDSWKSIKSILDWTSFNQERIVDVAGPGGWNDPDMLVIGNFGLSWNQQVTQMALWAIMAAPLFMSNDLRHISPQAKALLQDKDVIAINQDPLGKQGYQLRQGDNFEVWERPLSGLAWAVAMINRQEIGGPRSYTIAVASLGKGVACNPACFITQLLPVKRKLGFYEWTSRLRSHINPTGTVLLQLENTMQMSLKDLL
#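 qHTS titration in buffer at pH 5.0. Alpha-galactosidase activity in spleen homogenate was measured via 4-methylumbelliferone release from 1 mM fluorogenic substrate after 40 min at 37C and a pH 10 stop. AC50 came from Hill fits of control-normalized data.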
# Starred values were filed as active, the others as inactive; ? = inconclusive; nt = no result given; [ ] = another dose, or the depositor's remark. Unless noted, calls come from the whole dose curve; as a rule, active = well fitted curve in the direction sought with a large enough effect; inconclusive = small, poorly fitted or top-dose-only effect, or another doubt; inactive = no such curve, though single readings can be large; an effect the other way counts as inactive or inconclusive. Only part of the results is shown; rates above refer to the full screens.
SMILES,IMPase Li cell,Luc counter,Epigenetic reg,CBFb-RUNX1 inh,LMNA splice mod,NPSR antagonist,GLA spleen mod
CCN(CC(=O)Nc1ccc2c(c1)OCCO2)Cc1cc(=O)n2ccsc2n1,-12%,3%,1.6%,?,nt,13%,-22%
CCOc1cccc(-c2nnc3sc(COc4ccc(C)cc4)nn23)c1,nt,nt,-7.2%,4%,-1%,-28%[46.1 µM],-16%
CC(C)CN1CCC2(CC1)CCN(C(=O)c1cnccn1)CC2,-9%,-4%,nt,nt,nt,nt,0%
COc1ccc(/C(C)=N/NC(=O)c2ccc(CSc3cccc4cccnc34)cc2)cc1OC,-4%[38.3 µM],-4%,-1.1%,-2%,-6%,-29%[46.1 µM],10%
CCOC(=O)C(C)n1cnc2c(cnn2-c2ccc(Cl)cc2)c1=O (configuration not stated),12%,-3%,0.0%,10%,2%,-7%[46.1 µM],0%
Cn1c(=O)cc(NCc2ccccc2)[nH]c1=O,8%[38.3 µM],0%,0.0%,3%,-3%,6%[46.1 µM],8%
COc1ccc(/C=C(\C#N)C(=O)Nc2cc(C)c(Cl)cc2OC)cc1O,nt,nt,5.3%,11%,nt,-30%,-2%
CN(C)c1ccc(C(CNC(=O)c2ccccc2)c2c[nH]c3ccccc23)cc1 (configuration not stated),14%,-1%,1.1%,nt,-3%,-42%,1%
O=C(NNC(=S)NC1CCCCC1)c1sc2ccccc2c1Cl,6%,2%,2.5%,-12%,?,-20%,-6%
N#CCOc1ccc(C2=NO[C@@H]3[C@@H]4C[C@@H]([C@H]5C(=O)N(c6ccc7c(c6)OCO7)C(=O)[C@@H]45)[C@H]23)cc1,0%,0%,0.0%,-1%,-9%,-18%[46.1 µM],4%
CCC(C)C(=O)OC1C2CC3=C4CC(=O)OC(c5ccoc5)[C@]4(C)CCC3[C@@](C)(C2=O)C(CC(=O)OC)C1(C)C (some centres not stated),18%,-3%,-0.3%,10%,nt,nt,-17%
O=C1N(Cc2cccc(Cl)c2)C[C@@H]2C[C@@H](c3ccc4nonc4c3)N3CCC[C@@]123,23%,2%,-2.2%,0%,nt,51%,1%
O=C(N/N=C/c1ccc2ncccc2c1)c1ccco1,-6%,?,2.9%,-13%,7%[46 µM],-4%,-5%
N=c1sccn1CC(=O)Nc1ccccc1Sc1ccccc1,2%,-2%,0.0%,-1%,7%[46 µM],2%,-16%
CC(C(=O)NCCc1ccc(F)cc1)N1CCN(Cc2ccccc2)CC1 (configuration not stated),0%,0%,1.1%,0%,-9%[46 µM],4%,3%
COc1cccc(-n2nnc3c(=O)n(CC(=O)Nc4ccc(C)cc4)cnc32)c1,-2%,2%,-4.7%,5%,nt,8%,1%
COc1cccc(CNC(=O)CCC2CCCN(C(=O)c3ccc(OC)o3)C2)c1 (configuration not stated),4%,-19%,2.9%,7%,nt,-5%,6%
O=C(COC(=O)/C=C/c1cccs1)NC(=O)Cc1ccccc1,17%,3%,8.1%,3%,2%[46 µM],2%,7%
Cn1nccc1C(=O)N/N=C/c1ccccc1[N+](=O)[O-],nt,nt,0.0%,2%,nt,-8%,5%
Cc1ccc(C)c(S(=O)(=O)c2c(N)n(/N=C/c3ccco3)c3nc4ccccc4nc23)c1,5%[38.3 µM],0%,-0.8%,-2%,20%,?,-21%
CCCCOC(=O)CSCC(=O)N1N=C(c2cccs2)CC1c1ccc(F)cc1 (configuration not stated),10%,4%,-1.0%,5%,-10%,-30%,5%
Cc1c(C#N)c2ccccc2n1CC(=O)N1CCc2ccccc2C1,11%[38.3 µM],0%,0.0%,2%,-22%,-9%[46.1 µM],1%
Cc1ccc(CN2CCN(Cc3ccccc3C(F)(F)F)CC2)cc1,18%[38.3 µM],-2%,-2.0%,0%,-10%,?,10%
O=C(COC(=O)c1ccco1)c1ccc2ccccc2c1,9%[38.3 µM],-2%,0.0%,3%,-3%,-12%[46.1 µM],-1%
COc1cccc2c(=O)n(CC(=O)NC3CCCC3)ccc12,-2%[38.3 µM],-1%,0.0%,2%,-8%,6%[46.1 µM],3%
Cc1cc(C(=O)OC2CCOC2=O)c2ccccc2n1 (configuration not stated),-1%[38.3 µM],0%,0.0%,2%,14%,-3%[46.1 µM],6%
O=C(Nc1ccc(Cl)cc1)C1CC(=O)n2c(nc3ccccc32)N1 (configuration not stated),?,4%,-4.1%,23%,?,4%,-7%
O=C(CSc1ccc(F)cc1)NC(=O)NCc1ccccc1,-4%,-1%,-6.3%,10%,-23%[46 µM],-6%,-1%
Cc1ccc(O)c(-c2cc(-c3ccccc3F)[nH]n2)c1,44%[activator][38.3 µM],-8%,16%,4%,-1%,?,6%
Cc1ccc(N/C=C/C(=O)c2cccs2)cc1,19%,?,-0.4%,15%,nt,-7%,5%
CC1(C)CC(N2CCOCC2)=CC(=[N+]2CCOCC2)C1,4%,0%,4.8%,6%,17%[46 µM],3%,2%
CCOC(=O)C1CCCN(S(=O)(=O)c2cc(OCC(N)=O)c(C)cc2Cl)C1 (configuration not stated),21%[38.3 µM],0%,-1.1%,-1%,8%,-10%[46.1 µM],7%
Cc1cccc(C)c1NS(=O)(=O)c1ccc(NC(=O)c2ccc(Cl)c([N+](=O)[O-])c2)cc1,26%,-2%,?,5%,?,?,3%
Cc1ccccc1COc1ccc2oc(C)c(C(=O)O)c2c1,nt,nt,0.1%,3%,nt,-12%,6%
COc1ccc(CNC(=O)C2CCCN2)cc1OC (configuration not stated),-2%,1%,0.6%,1%,11%[46 µM],18%,5%
S=C(NCCN1CCOCC1)Nc1ccc(Cl)c(Cl)c1,0%,-1%,-0.6%,7%,nt,-14%,1%
CC(=O)N(Cc1ccc2c(c1)OCO2)C1CC(=O)N(CCc2ccccc2)C1=O (configuration not stated),-11%[38.3 µM],-3%,-2.4%,3%,11%,-4%[46.1 µM],-6%
Cc1c(N(C(=O)c2cc(=O)[nH]c3ccccc23)C(C)C)c(=O)n(-c2ccccc2)n1C,21%[38.3 µM],-3%,-1.0%,3%,2%,6%[46.1 µM],4%
COc1ccc([N+](=O)[O-])cc1NC(=O)c1ccccc1N(C)S(C)(=O)=O,8%,nt,-0.2%,-5%,nt,12%,-1%
Cc1cc2nnc(SCC(=O)NCc3cccs3)n2c(N)n1,-15%[38.3 µM],-1%,-0.4%,11%,-3%,5%[46.1 µM],11%
CC(C)c1onc(C(=O)N2CCCCCC2)c1[N+](=O)[O-],-5%,0%,1.8%,-3%,?,3%,9%
Cc1nnc(N(C)C(=O)c2cccnc2)s1,1%[38.3 µM],1%,0.0%,9%,3%,9%[46.1 µM],-1%
O=C(NCC1CCCO1)Nc1cccc(Cl)c1 (configuration not stated),18%[38.3 µM],5%,0.0%,2%,0%,-6%[46.1 µM],-14%
CC1(C)Cc2ccccc2C(=NCC(=O)O)N1,-1%,4%,-2.7%,2%,6%[46 µM],13%,11%
Cc1cc(S(=O)(=O)N(Cc2ccccc2)Cc2ccc(N(C)C)cc2)ccc1-n1cnnn1,15%,2%,-0.1%,-12%,-14%,-28%,6%
Fc1ccc(C2CCCN2Cc2nc(CC3CC3)no2)cc1 (configuration not stated),2%,-3%,1.0%,5%,9%[46 µM],12%,5%
CCOc1cccc(CNc2ccc(O)cc2)c1OCc1ccc(Cl)cc1,30%[activator][38.3 µM],-2%,?,0%,2%,?,-16%
Cc1onc(COc2ccccc2O)c1Br,29%[38.3 µM],-5%,0.0%,2%,8%,0%[46.1 µM],-6%
COc1ccc2[nH]c3c(=O)n(Cc4ccc(C(=O)N5CCCC5)cc4)c(=S)[nH]c3c2c1,-4%,-4%,1.2%,-3%,nt,15%,-2%
Cc1noc(NS(=O)(=O)c2ccc(NC(=O)CC34CC5CC(CC(Br)(C5)C3)C4)cc2)c1C,-13%[38.3 µM],-2%,0.1%,0%,15%,-12%[46.1 µM],-7%
Cc1ccc(Nc2nc(N)c([N+](=O)[O-])c(NCCO)n2)cc1C,nt,nt,12%,-1%,nt,3%,2%
CCN(CC)CCn1c(NCc2ccc3c(c2)OCO3)nc2ccccc21,18%,5%,-0.9%,9%,nt,10%,-6%
CO[C@H]1COC(=O)[C@H](C)NC(=O)C/C=C\[C@@H](C)[C@H](OC)COC(=O)C/C=C\[C@@H]1C,nt,nt,0.0%[10.1 µM],11%[13.1 µM],nt,nt,-6%[17.5 µM]
Cc1c(Cl)cccc1NC(=S)N=Nc1c(O)n(CN2CCOCC2)c2ccccc12,16%,1%,?,?,?,-48%,0%
Cc1cc(C)nc(SC(C)C(=O)Nc2ccc(S(N)(=O)=O)cc2)n1 (configuration not stated),20%[38.3 µM],0%,-1.1%,3%,2%,4%[46.1 µM],16%
O=C(CCCn1cnc([N+](=O)[O-])n1)Nc1ccc(F)c(Cl)c1,5%,1%,1.1%,8%,0%[46 µM],6%,-9%
NCCOc1ccc(C23CC4CC(CC(C4)C2)C3)cc1,-21%,0%,0.9%,4%,?,-24%,6%
CC(C)(C)C(=O)NNC(=O)c1cc(C(C)(C)C)nn1Cc1ccccc1,nt,nt,0.5%,8%,nt,5%,-3%
O=C(Cn1cncn1)N/N=C/c1ccc(Cl)cc1,0%,2%,0.1%,7%,-15%,8%,0%
CCOC(=O)c1c(N)sc(-c2ccccc2)c1C,1%,-2%,-1.2%,7%,-2%,?,-1%
O=C(NCCNc1nccc(C(F)(F)F)n1)c1cccs1,nt,nt,-1.6%,3%,nt,-10%,-1%

# Pulled by compound from the entries so far (3):
SMILES,IMPase Li cell,Luc counter,Epigenetic reg,CBFb-RUNX1 inh,LMNA splice mod,NPSR antagonist,GLA spleen mod
CCOc1cccc(CNc2ccc(O)cc2)c1OCc1ccc(Cl)cc1,30%[activator][38.3 µM],-2%,?,0%,2%,?,-16%
Cc1onc(COc2ccccc2O)c1Br,29%[38.3 µM],-5%,0.0%,2%,8%,0%[46.1 µM],-6%
Cc1nnc(N(C)C(=O)c2cccnc2)s1,1%[38.3 µM],1%,0.0%,9%,3%,9%[46.1 µM],-1%
